High-throughput results from PubChem.
RGS4 act: potentiators or activators of RGS4; HEK293 M3R/inducible RGS4, carbachol calcium flux Fluo4; active compounds read low; B-score at 10 µM; hit rate 0.92% among 310,000;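 active means B-score of the integrated calcium signal more than 4 SD below the library mean, with starting fluorescence not abnormally high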;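 further: negative B-score means reduced calcium response which marks RGS4 activation or potentiation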
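Test system: HEK293 cells with stable M3R and inducible RGS4; also added: carbachol at ECmax as muscarinic agonist stimulus; schedule: dye loading 30 min 37 °C, buffer rest 30 min RT; technique: kinetic calcium fluorescence imaging with Fluo4-AM dye, 2 µM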
KCNK9 block: inhibitors of human KCNK9 two-pore domain potassium channel; Q9NPC2; HEK293 KCNK9, FluxOR thallium flux fluorescence; active compounds read low; B-score at 10 µM; hit rate 1.2% among 310,000; AID 488922;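 active means ratio B-score over 3 SD below the library mean, with starting fluorescence within 5 SD of its mean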;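 further: negative B-score means less thallium flux so channel inhibition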
Target sequence (Q9NPC2 whole entry, looked up, the tested form may be a part): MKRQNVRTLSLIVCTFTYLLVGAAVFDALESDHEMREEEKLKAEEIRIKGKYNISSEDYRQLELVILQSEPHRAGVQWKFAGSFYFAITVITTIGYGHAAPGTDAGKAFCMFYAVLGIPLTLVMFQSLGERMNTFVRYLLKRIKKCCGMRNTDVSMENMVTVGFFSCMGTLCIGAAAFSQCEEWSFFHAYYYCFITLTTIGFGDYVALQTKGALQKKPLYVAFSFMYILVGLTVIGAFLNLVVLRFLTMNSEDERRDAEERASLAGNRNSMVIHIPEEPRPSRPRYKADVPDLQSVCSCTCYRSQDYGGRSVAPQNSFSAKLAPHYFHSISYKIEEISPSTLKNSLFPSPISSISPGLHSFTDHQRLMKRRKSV
GSK3B inh: blocks human GSK3beta kinase activity; P49841; GST-GSK3beta kinase, ADP-Glo luminescence, 60 min; active compounds read low; activity score (negative = inhibition), % at 10 µM; hit rate 0.038% among 300,000;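 active means more than half of replicate wells score below -50%, meaning over 50% inhibition versus plate controls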;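 further: 0% = median DMSO wells and -100% = median GW8510 positive control wells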
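Assay system: GST-fused GSK3beta enzyme, cell-free / Medium: Tris pH 7.5 buffer with MgCl2, DTT, BSA, heparin / Also added: peptide substrate plus 25 µM ATP (final) / Compound: 10 µM single point / Timing: kinase reaction with compound 60 min at room temperature / Detection: ADP-Glo luminescence / Benchmarks: DMSO neutral wells and GW8510 at 20 µM as positive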
KCNQ1 pot: potentiators or activators of human KCNQ1 potassium channel | P51787 | CHO-K1 KCNQ1, thallium flux FluxOR fluorescence; active compounds read high | B-score at 10 µM | hit rate 0.35% among 310,000;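 active means fluorescence ratio B-score, a plate-corrected score, at least three library SD, with initial intensity B-score within 5 SD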
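Assay system: CHO-K1 cells stably expressing KCNQ1; Medium: assay buffer with matched DMSO; Also added: K+/Tl+ depolarizing stimulus; Dosing: single dose; Timing: dye 90 min, compound 20 min, room temperature; Measured by: kinetic FluxOR thallium fluorescence, 10-s 1-Hz baseline, 110-s post-stimulus read; Read-out: peak-minus-minimum fluorescence over initial fluorescence, negative-control normalized, B-scored.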
PolyA inhibitor: blocks polyadenylation in yeast reporter cells. calls only at 12 µM. AID 1875. S. cerevisiae SKY197-pL101 polyadenylation reporter, beta-gal luminescence; efflux-impaired pdr1/pdr3 knockout yeast; score 100 = 6 SD above DMSO. hit rate 0.02% among 300,000;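 active means lowest replicate activity score at least 50, where 100 means six control SD above control mean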;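 further: yeast exposed to compound for 9 h at 30 °C; higher score means more reporter readthrough which indicates perturbed polyadenylation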
Dyrk1A ADPGlo: inhibitors of rat Dyrk1A kinase. Q63470. ADP-Glo luminescence, NFATc1 peptide. inhibition, % at 12.5 µM. hit rate 0.43% among 310,000; in the data active means inhibition above about 50%;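 further: plate controls were vehicle with enzyme for no effect and no enzyme for full effect; many of its hits are not listed in these tables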
KCNK3 inh: human KCNK3 channel inhibition, primary screen; CHO-KCNK3 thallium flux, FluxOR fluorescence; active compounds read low; B-score at 10 µM; hit rate 0.84% among 340,000; AID 602410;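 active means B-score under library mean minus 4 SD, starting fluorescence ratio at most library mean plus 5 SD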;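 further: more negative B-score means stronger inhibition of thallium flux through KCNK3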
GSK3 alpha inh: blocks human GSK-3 alpha kinase; ADP-Glo luminescence, 60 min; AID 2650; P49840; inhibition, % at 10 µM; hit rate 0.1% among 320,000;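 in the data active means inhibition above about 50%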;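 further: GST-tagged GSK-3 alpha with peptide substrate and 25 µM ATP; 0% = DMSO neutral wells and 100% = GW8510 positive control wells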
KCNQ1 inh: inhibitors of human KCNQ1 potassium channel; P51787; CHO-K1 KCNQ1, FluxOR thallium flux fluorescence; active compounds read high; B-score at 10 µM; hit rate 1.3% among 310,000; AID 2642;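 active means compounds whose thallium flux B-score, printed positive for inhibition, exceeds three library SD while starting fluorescence stays within three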;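 further: channel opened by potassium depolarization with thallium stimulus after 20 min compound exposure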
hERG rescue: compounds protecting human hERG from proarrhythmic drug block; Q12809; CHO-hERG, FluxOR thallium flux, dofetilide IC70 present; activation (rescue from dofetilide block), less the hit threshold, % at 10 µM; hit rate 0.51% among 310,000; AID 1511;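 active means activation above the mean of controls blocked by dofetilide plus 5 SD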;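 further: thallium influx through hERG after potassium depolarization seen as dye fluorescence rise; in these data hits start at about 4.7%; inactives centre near -7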
HDAC3 inhib: blocks human histone deacetylase 3 | inhibition, % at 8.3 µM | hit rate 0.15% among 320,000 | recombinant HDAC3, fluorogenic peptide/trypsin coupled, fluorescence | AID 2718; in the data active means inhibition above about 26%, passing the limit was not always enough
Target sequence (O15379 whole entry, looked up): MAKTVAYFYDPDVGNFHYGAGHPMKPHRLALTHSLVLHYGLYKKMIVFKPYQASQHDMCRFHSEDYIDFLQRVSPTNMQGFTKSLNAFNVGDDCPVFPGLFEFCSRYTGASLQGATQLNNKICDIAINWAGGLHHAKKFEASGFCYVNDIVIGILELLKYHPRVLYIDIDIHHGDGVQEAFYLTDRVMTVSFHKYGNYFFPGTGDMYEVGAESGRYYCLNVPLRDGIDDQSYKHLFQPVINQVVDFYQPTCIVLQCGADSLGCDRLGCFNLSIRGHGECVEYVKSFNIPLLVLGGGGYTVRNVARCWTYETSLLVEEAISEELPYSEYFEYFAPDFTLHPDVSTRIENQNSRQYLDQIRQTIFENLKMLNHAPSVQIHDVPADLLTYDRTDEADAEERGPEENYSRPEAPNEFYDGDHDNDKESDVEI
An asterisk follows results filed as active; i = inactive; / = no result given. These rows are one share of the data. The share of hits here may be higher or lower than overall.

mol	KCNQ1 inh	hERG rescue	Dyrk1A ADPGlo	GSK3B inh	KCNK9 block	KCNK3 inh	KCNQ1 pot	GSK3 alpha inh	PolyA inhibitor	HDAC3 inhib	RGS4 act
COCCn1c(SCC(=O)Nc2ccc3c(c2)OCCO3)nnc1C(C)C	i	-1	6	-3	i	i	i	-1	i	-3	i
CN(C)CCN(Cc1ccccc1)S(=O)(=O)c1ccc2c(c1)n(C)c(=O)c(=O)n2C	i	-4	-4	0	-7*	i	i	-4	i	5	i
O=C(NCc1ccc(OC(F)(F)F)cc1)C1CC2Cn3c(nc4ccccc43)C2N1Cc1ccccc1 (centres undefined)	i	-1	-2	3	i	i	i	-1	i	9	i
COc1cc2oc3cc(C#Cc4ccc(N)cc4)ccc3c(=O)c2cc1OC	i	-19	-4	-1	i	i	i	-1	i	-5	i
Cc1ccc(N2CC(NS(=O)(=O)c3cccs3)CC2=O)cc1C (centres undefined)	i	-9	-3	4	i	i	i	-1	i	2	i
CC12CC(NC(=O)N1c1cccc(C(=O)N3CCN(c4ccccc4F)CC3)c1)c1ccccc1O2 (centres undefined)	i	-2	0	1	i	i	i	-1	i	4	i
COc1ccc(Nc2nc(N)nc(CSc3nccn3C)n2)cc1	i	-14	-31	1	i	i	i	-3	i	-2	i
CCOC(=O)c1ccc(NC(=S)NN)cc1	i	-12	-5	-3	i	i	i	-1	i	-4	i
O=C(Nc1ccc(Cl)cc1)Nc1ccccc1CC[N+](=O)[O-]	8*	-11	-1	3	i	-11*	i	-7	i	3	i
O=C(Nc1ccccc1)C1=C[C@@H](C2CCCCC2)C[C@@H](OCc2ccc(CO)cc2)O1	i	-6	5	0	-7.1*	i	i	0	i	10	i
COc1cccc(-c2nc(COc3ccc(Cl)cc3Cl)no2)c1	i	-14	6	-1	i	i	i	-2	i	2	i
Cn1nnnc1SCCNCc1ccc(Cl)cc1	i	-9	5	1	i	i	i	-4	i	-1	i
Cc1coc2c1c(C)cc1oc(=O)c(CC(=O)N[C@@H](C)C(=O)O)c(C)c12	i	-5	-4	8	i	i	i	-1	i	-13	i
CC(C)OC(=O)c1cccc(C(=O)O)n1	i	-6	-2	3	i	i	i	3	i	-3	i
CN(C)CCC#CC1(O)c2ccccc2-c2ccccc21	i	-5	15	-2	i	i	i	-1	i	1	i
COc1ccc(-n2c(SCC(N)=O)nnc2-c2ccc(NS(=O)(=O)c3ccc(C)cc3)cc2)cc1	i	-1	-2	2	i	i	i	-4	/	1	i
CC(C)N(C)C1CCN(S(=O)(=O)c2ccc(-c3ccc(=O)[nH]n3)s2)CC1	i	-5	-6	-4	i	i	i	1	i	2	i
CCCc1nnc(NC(=O)CCN2C(=O)c3ccccc3C2=O)s1	i	-4	6	2	i	i	i	1	i	6	i
CCCCn1c(-c2ccccc2)cnc1SCC(=O)NCCc1ccc(OC)c(OC)c1	i	-12	37	6	i	i	i	-2	i	-2	i
CCOc1ccc(S(=O)(=O)Nc2ccc(S(=O)(=O)N3CCCC3)cc2)cc1	i	-6	-1	-3	i	i	i	-2	i	1	i
Cc1sc(/N=C/c2ccccc2O)c(C#N)c1C	i	-9	/	-23	i	/	i	-2	i	0	i
CCN1C(=C(C#N)C#N)C=Cc2ccccc21	i	-18	4	0	i	i	i	-1	i	4	i
CCc1ccc(CCC(=O)Nc2ccc(Cl)cc2)o1	i	-2	6	2	i	i	i	-1	i	2	i
CCc1nc(N(CC)CC)c2oc3ccccc3c2n1	i	-10	13	4	i	i	i	2	i	10	i

Two entries drawn at random from the list so far:
mol	KCNQ1 inh	hERG rescue	Dyrk1A ADPGlo	GSK3B inh	KCNK9 block	KCNK3 inh	KCNQ1 pot	GSK3 alpha inh	PolyA inhibitor	HDAC3 inhib	RGS4 act
CCCc1nnc(NC(=O)CCN2C(=O)c3ccccc3C2=O)s1	i	-4	6	2	i	i	i	1	i	6	i
CCCCn1c(-c2ccccc2)cnc1SCC(=O)NCCc1ccc(OC)c(OC)c1	i	-12	37	6	i	i	i	-2	i	-2	i

Next section.
mol	KCNQ1 inh	hERG rescue	Dyrk1A ADPGlo	GSK3B inh	KCNK9 block	KCNK3 inh	KCNQ1 pot	GSK3 alpha inh	PolyA inhibitor	HDAC3 inhib	RGS4 act
COC(CN(C(=O)CCl)C(C(=O)NC1CCCCC1)c1ccc(C)cc1)OC (centres undefined)	i	-9	0	1	i	i	i	1	i	-3	i
Cc1nc2ccc(NC(=O)Cc3c(F)cccc3Cl)cc2s1	i	-7	/	2	i	i	i	-1	i	1	i
O=C(CSc1ccc2nnc(-c3ccc(F)cc3)n2n1)NCC1CCCO1 (centres undefined)	i	-5	12	0	i	i	i	4	i	-1	i
Cc1cccc(C)c1NC(=O)CSc1nnc(-c2ccco2)n1N	i	-9	1	-1	i	i	i	-3	i	0	i
CCc1ccccc1NC(=S)N(CCOC)C(C)c1ccco1 (centres undefined)	i	-13	-4	-1	i	i	i	0	i	1	i
Cc1ccc(S(=O)(=O)NN2C(=O)c3ccccc3NC2c2ccccc2)cc1 (centres undefined)	i	-10	3	-1	i	i	i	1	i	-23	i
Cc1ccc([N+](=O)[O-])cc1N=Nc1c(C)[nH]n(C(N)=S)c1=O	i	-4	-3	0	i	i	i	0	i	21	i
COC(=O)[C@@]1(C)CC[C@]2(C)CC[C@@]3(C)C(=CC(=O)C4[C@@]5(C)CC[C@H](O)C(C)(C)[C@@H]5CC[C@]43C)[C@H]2C1 (some centres undefined)	i	-8	-6	0	i	i	i	0	i	12	i
CCN(CC)C(=O)Cn1cc(S(=O)(=O)CC(=O)NCc2ccccc2)c2ccccc21	i	-12	3	0	i	i	i	0	i	-19	i
CCCS(=O)(=O)c1nc(S(=O)(=O)c2ccc(C)cc2)c(NCCCN2CCCC2=O)s1	i	-5	1	6	i	i	i	1	i	0	i
Cc1ccsc1C1C2=C(CC(C)(C)CC2=O)Nc2ncnn21 (centres undefined)	i	-12	4	0	i	i	i	63*	i	4	i
Cc1cccc(C)c1Nc1nnc(SCC(=O)NC2CCS(=O)(=O)C2)s1 (centres undefined)	i	-4	-2	0	i	i	i	-3	/	6	i
CC(C)CC1NC(=O)N(CC(=O)Nc2ccc3c(c2)CCC3)C1=O (centres undefined)	i	-5	-2	1	i	i	i	-2	i	-11	i
NC(=O)CC(NC(=O)c1ccccc1)c1ccc(NCc2ccccc2)c([N+](=O)[O-])c1 (centres undefined)	i	-4	8	-1	i	i	i	-2	i	12	i
O=C(CNC(=O)c1cccnc1)N=Nc1c(O)[nH]c2c(Br)cc(Br)cc12	i	-7	/	3	i	i	i	-1	i	1	i
Cc1ccc(-c2nnc(N3CC(C)OC(C)C3)c3ccccc23)cc1 (centres undefined)	i	-15	-3	-6	i	i	i	0	i	2	i
O=C(CCS(=O)(=O)c1ccc(Br)s1)NC1CCCC1	i	-13	1	0	i	i	i	-5	i	7	i
Cc1cc(C(=O)N(C2CCCCC2)C2CCCCC2)no1	i	-12	5	/	i	i	i	-3	i	0	i
Cc1nc(C(=O)NC2CCCCC2)sc1C1(C)CC(c2cccc([N+](=O)[O-])c2)=NO1 (centres undefined)	i	-3	-4	-1	i	i	i	-1	i	-1	i
O=C(NCc1ccco1)C1CCC(N2C(=O)C3C4CCC(C4)C3C2=O)CC1 (centres undefined)	i	-10	-1	0	i	i	i	-1	i	-4	i
O=c1c2ccccc2ncn1-c1ccc([N+](=O)[O-])cc1Cl	i	-1	31	0	i	i	i	-7	i	-1	i
Cc1ccccc1CN1CCNC1=O	i	-12	1	3	i	i	i	0	i	-1	i
O=C(O)c1cccc(CSc2nc(-c3ccc(Cl)cc3)cc(C(F)(F)F)n2)c1	i	-25	-2	1	i	i	i	-5	i	0	i
O=C(O)c1ccccc1C(=O)Nc1ccccn1	i	-19	-4	2	i	i	i	-2	i	0	i
Cc1cc(NS(=O)(=O)c2ccc(NC(=O)/C=C/c3cccc(Cl)c3)cc2)no1	i	-8	0	2	i	i	i	-5	i	/	i
COCCn1c(SCC(=O)Nc2ccc(NC(C)=O)cc2)nc2ccccc2c1=O	i	-2	0	-1	i	i	i	-3	i	-4	i
COc1ccc(NC(=O)N2CCN(C(=O)c3ccco3)CC2)c(OC)c1	i	-10	4	-4	i	i	i	-1	i	-1	i
C=C(C)C1CC=C(C)/C(=N/Nc2ccccc2[N+](=O)[O-])C1 (centres undefined)	i	-7	1	1	i	i	i	-1	i	-2	i
Cn1c(=O)c2c(nc3n2CC(O)CN3c2ccc(O)cc2)n(C)c1=O (centres undefined)	i	-8	7	-4	i	i	i	1	i	2	i
CCCc1nc2c(C)cc(C)cc2c(N)c1CC	i	-11	2	2	i	i	i	3	i	-7	i
CC(=O)N1CCN(c2ccc(NC(=O)c3ccc(Cl)c(Cl)c3)cc2)CC1	i	-4	-3	2	i	i	i	0	i	11	i
Cc1cc(-c2n[nH]c(=S)n2-c2ccc(C)c(C)c2)no1	i	-4	3	4	i	i	i	-6	i	1	i
Cc1ccc(C(=O)NC(=S)Nc2ccc(CN3CCOCC3)cc2)cc1	i	-10	0	1	i	i	i	0	i	-2	i
Cc1c(-n2c(SCC(=O)NC(C)C)nc3ccccc3c2=O)c(=O)n(-c2ccccc2)n1C	i	-3	/	-5	i	i	i	-3	i	6	i
CCOC(=O)C1CCN(Cc2ccc(O)c3ncccc23)CC1	i	-9	0	-1	i	i	i	/	i	-1	i
O=C(CSc1nc2ccccc2c(=O)[nH]1)N1CCN(c2ccccc2)CC1	i	-7	-12	-1	i	i	i	1	i	/	i
COC(=O)C(C)Sc1nc2c(cnn2-c2ccc(C)cc2)c(=O)[nH]1 (centres undefined)	i	-12	-7	5	i	i	i	-1	i	1	i
O=C(c1ccc2c(c1)OCCO2)N1CCN(c2ccccn2)CC1	i	-11	-4	2	i	i	i	1	i	-1	i
COc1ccc(CCNC(=O)c2cc(-c3ccc4c(c3)OCO4)on2)cc1OC	i	0	4	3	i	i	i	-3	i	4	i
CC1=NN(C(=O)COc2ccccc2)C(O)(c2ccccc2)C1 (centres undefined)	i	-4	2	-1	i	i	i	-3	i	-5	i
